Screens from PubChem.
PPARg SRC2 recr: agonists of PPARg-SRC-2 recruitment, primary screen, biochemical, HTS; PPARgamma LBD-SRC-2 recruitment; Peroxisome proliferator-activated receptor gamma (Homo sapiens), P37231; 0.34% of 200,000 active; AID 1032, 2008; activation, % at 8 µM; in the data active means activation above about 22%;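 further: 0% = vehicle and 100% = reference agonist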
PPARg SRC3 recr: PPARgamma agonists recruiting SRC-3 coactivator, primary screen, biochemical. Peroxisome proliferator-activated receptor gamma (Homo sapiens), P37231. biochemical PPARgamma/SRC-3 coactivator recruitment assay. activation, % at 8 µM. 0.26% of 200,000 active. AID 731, 2007; in the data active means activation above about 23%;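 further: 0% = DMSO and 100% = reference agonist; some compounds past the cut are filed as inactive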
HMGR II inh: inhibitors of E. faecalis class II HMGR, primary screen, biochemical, Enterococcus faecalis. HMG-CoA reductase (Enterococcus faecalis, mvaE). purified E. faecalis HMGR, NADPH absorbance 340 nm kinetic. inhibition, % at 10 µM. 0.41% of 190,000 active;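 active means inhibition above a set limit, the median over all tested compounds plus 3 SD, cut at about 9.5% in these data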;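 further: enzyme runs in reverse so mevalonate oxidation gives rising NADPH absorbance; 0% = complete reaction with DMSO and 100% = background rate lacking mevalonate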
DTT redox prof: compounds producing H2O2 with reducing agent – biochemical, NIH compound library profiling, artefact control for MLSCN library redox annotation, primary screen | DTT-dependent redox cycling H2O2, phenol red/HRP absorbance; 100% = 100 µM peroxide control, 0% = buffer | activation, % at 10 µM | 0.03% of 200,000 active | AID 878, 2007;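 active means activation of at least 50% relative to the plate's high and low controls in the primary single-dose screen; inactive means activation below 50%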;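 further: compound incubated with DTT at 0.8 mM final as the reducing agent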
RAM network inh: inhibitors of the yeast RAM network, primary screen, dse1pr::URA3 reporter, 5-FOA selection; S. cerevisiae dse1pr::URA3 reporter, 5-FOA growth OD615, 2 d; analog-sensitive cbk1-as2 kinase mutant strain; inhibition, % at 50 µM; 1.8% of 190,000 active;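 active means inhibition above a set limit, 3 SD over mean compound inhibition, cut at about 8.4% in these data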;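 further: 0% = DMSO-only wells with no growth and 100% = 10 µM 1-NA-PP1 full growth; inhibition rescues growth on 5-FOA so higher OD means more RAM inhibition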
L major viab: Leishmania major promastigote growth inhibition, primary screen | Leishmania major promastigotes, resazurin fluorescence viability | inhibition, % at 10 µM | 9% of 200,000 active | AID 1063, 2008; in the data active means inhibition above about 50%;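 further: promastigotes grown with compound for 44 hours at 28 °C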
TR-FRET SRC-2 ct: TR-FRET signal artefacts, primary screen, artefact control for PPARgamma SRC-2 agonist project, biochemical. TR-FRET artefact counter-screen; hits give high values. TR-FRET ratio at 8 µM. 0.4% of 200,000 active. AID 1049, 2008; in the data active means TR-FRET ratio above about 2000; further: inactives centre near 1500
bIAP inhibitor: bovine intestinal alkaline phosphatase inhibitors, primary screen, selectivity assay for TNAP inhibitor project, biochemical, bovine IAP, CDP-star luminescence. purified bovine IAP, 30 min. alkaline phosphatase, intestinal [Bos taurus]. inhibition, % at 20 µM. 190,000 tested, under 10 active;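 active means over 50% inhibition of intestinal alkaline phosphatase at 20 µM in the single-dose screen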
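System: purified bovine intestinal alkaline phosphatase (IAP) enzyme; Input: IAP diluted 1/65,000,000 in the well; Measured by: CDP-star luminescence signal; Compound dosing: 20 µM single dose; Incubation: 30 min reaction at room temperature.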
S1P3 antag: S1P3 receptor antagonists, primary screen, cell-based; Sphingosine 1-phosphate receptor 3 (Homo sapiens), Q99500; CHO S1P3 NFAT-BLA reporter, FRET fluorescence, antagonist mode; inhibition, % at 4.98 µM; 0.27% of 170,000 active; AID 485, 2006;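 active means inhibition above the plate cutoff, the mean inhibition of test wells on that plate plus 3 SD, cut at about 28% in these data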;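 further: cells challenged with S1P at its EC80 of 0.8 µM; blue over green emission ratio from cleaved BLA substrate after 4 h stimulation; 0% = S1P-stimulated wells and 100% = unstimulated DMSO-only wells; some compounds past the cut are filed as inactive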
Target sequence (Q99500 whole entry, looked up): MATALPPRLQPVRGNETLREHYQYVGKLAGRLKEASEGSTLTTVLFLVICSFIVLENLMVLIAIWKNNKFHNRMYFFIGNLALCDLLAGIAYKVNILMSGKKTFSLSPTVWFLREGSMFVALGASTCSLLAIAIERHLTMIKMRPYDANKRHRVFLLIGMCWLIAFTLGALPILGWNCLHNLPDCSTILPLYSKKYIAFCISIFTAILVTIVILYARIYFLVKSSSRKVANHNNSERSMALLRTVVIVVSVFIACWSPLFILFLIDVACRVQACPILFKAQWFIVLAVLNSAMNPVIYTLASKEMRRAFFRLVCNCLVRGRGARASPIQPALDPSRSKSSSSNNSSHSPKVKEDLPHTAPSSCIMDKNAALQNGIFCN
ROMK mod: ROMK potassium channel modulators, primary screen, cell-based, thallium flux, MLSMR library | Tet-inducible ROMK, thallium flux fluorescence; actives lie on both sides | 2% of 130,000 active | B-score at 10 µM | AID 1918, 2009 | ATP-sensitive inward rectifier potassium channel 1 (Homo sapiens), P48048;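 active means signal ratio slope over the read window, or its plate-corrected B-score, at least 3 SD from the plate mean, either direction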;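 further: B-score of the F/F0 ratio slope over 7 to 12 s after thallium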
Target sequence (P48048 whole entry, looked up): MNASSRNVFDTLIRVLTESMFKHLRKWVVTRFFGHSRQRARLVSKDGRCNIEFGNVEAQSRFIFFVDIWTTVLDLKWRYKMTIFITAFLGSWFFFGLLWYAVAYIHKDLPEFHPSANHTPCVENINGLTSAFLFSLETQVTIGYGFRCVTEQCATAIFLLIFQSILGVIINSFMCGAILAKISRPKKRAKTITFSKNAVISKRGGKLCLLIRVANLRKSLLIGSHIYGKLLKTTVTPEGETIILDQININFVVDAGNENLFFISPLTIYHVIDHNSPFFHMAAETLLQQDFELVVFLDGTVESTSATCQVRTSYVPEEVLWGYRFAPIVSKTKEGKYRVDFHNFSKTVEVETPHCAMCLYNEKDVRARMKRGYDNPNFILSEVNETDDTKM
PPARg SRC-1 ag: PPARgamma agonists recruiting SRC-1 coactivator, primary screen, biochemical | PPARgamma-SRC-1 coactivator recruitment biochemical assay | AID 631, 2007 | 0.41% of 200,000 active | activation, % at 8 µM | Peroxisome proliferator-activated receptor gamma (Homo sapiens), P37231; in the data active means activation above about 19%;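 further: 0% = DMSO and 100% = reference agonist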
* hit, by the source's call; nt = no result given.

SMILES | PPARg SRC2 recr | PPARg SRC3 recr | HMGR II inh | DTT redox prof | RAM network inh | L major viab | TR-FRET SRC-2 ct | bIAP inhibitor | S1P3 antag | ROMK mod | PPARg SRC-1 ag
COc1ccc(C(=O)Nc2ccc(OC)c([N+](=O)[O-])c2)cc1Br | -1 | 2 | 5 | 0.0 | 1.2 | -2 | 1585 | 1 | 9 | 1.1 | 4
Nc1nnnn1/N=C/c1cccc(OCc2ccccc2Cl)c1 | 17 | 12 | 3 | 0.2 | 2.7 | 6 | 1700 | 8 | nt | -0.29 | 1
COc1ccc(CCN(C)C(=O)C2CCN(Cc3ccc(C)cc3)CC2)cc1OC | 4 | 2 | -3 | -1.4 | -0.4 | 1 | 1745 | -15 | -3 | -0.51 | 2
CCOC(=O)N1CCN(C(=O)Cn2ncn3nc(-c4cccs4)cc3c2=O)CC1 | -6 | 2 | 0 | 1.9 | 4.9 | 0 | 1334 | 11 | 6 | nt | -7
CS(=O)(=O)N(CC(N)=O)c1ccc(F)c(Cl)c1 | 7 | 6 | -4 | 0.3 | 1.6 | -1 | 1704 | -6 | 0 | -0.17 | 2
COCCn1nnnc1CN(CCc1ccc(OC)c(OC)c1)Cc1cc2ccc(C)cc2[nH]c1=O | 6 | 16 | 4 | 2.0 | 1.4 | 97* | 1677 | -6 | 8 | nt | -2
Oc1c(C=Nc2ccccc2)sc2ccccc12 | 0 | 4 | -5 | 0.0 | 4.9 | 0 | 1568 | 12 | -1 | -0.53 | -1
Cc1ccccc1NCCNc1ccccc1C | 10 | 1 | -4 | -0.8 | 0.2 | -1 | 1653 | 13 | nt | 0.69 | 2
CCN(CC)CCNC(=O)c1c(C)oc2cc(Br)c(OC)cc12 | -2 | -3 | -2 | -0.2 | 0.0 | 22 | 1266 | 1 | nt | -1.4 | -2
O=C(c1ccc(Cl)cc1)N1CCN=C1c1ccccc1 | -9 | -1 | 1 | 0.0 | 0.0 | -10 | 1547 | -1 | 11 | nt | 7
O=C(CN1C(=O)COc2ccc(Cl)cc21)Nc1ccc2c(c1)OCCO2 | 3 | -1 | -6 | 3.4 | 2.4 | -6 | 1545 | 0 | -28 | nt | 2
CCc1nnc(NCn2nc(C)cc2C)s1 | 2 | 9 | -3 | 0.0 | 0.9 | 0 | 1789 | 1 | nt | 0.071 | -1
COc1ccccc1CN(CC(=O)NCc1ccc2c(c1)OCO2)C(=O)c1ccc2c(c1)OCCO2 | -10 | -2 | 2 | 2.2 | 3.0 | 9 | 1587 | 6 | nt | nt | -6
Cc1cc(NC(=O)Cn2nc(C(F)(F)F)c3c2CCC3)n(-c2ccccc2)n1 | 4 | -10 | -2 | 2.8 | 0.1 | 1 | 1659 | 4 | 4 | 0.0052 | 10
Cc1nn(Cc2ccccc2Cl)c(C)c1C(=O)NCc1ccco1 | -11 | 0 | -4 | -1.0 | -0.1 | -4 | 1643 | 8 | -6 | -1.4 | 6

An excerpt from above in order of the DTT redox prof value, falling:
SMILES	HMGR II inh	DTT redox prof	RAM network inh	bIAP inhibitor	S1P3 antag	ROMK mod
COCCn1nnnc1CN(CCc1ccc(OC)c(OC)c1)Cc1cc2ccc(C)cc2[nH]c1=O	4	2.0	1.4	-6	8	nt
Nc1nnnn1/N=C/c1cccc(OCc2ccccc2Cl)c1	3	0.2	2.7	8	nt	-0.29
COc1ccc(CCN(C)C(=O)C2CCN(Cc3ccc(C)cc3)CC2)cc1OC	-3	-1.4	-0.4	-15	-3	-0.51

(cont.)
SMILES | PPARg SRC2 recr | PPARg SRC3 recr | HMGR II inh | DTT redox prof | RAM network inh | L major viab | TR-FRET SRC-2 ct | bIAP inhibitor | S1P3 antag | ROMK mod | PPARg SRC-1 ag
COc1cccc(C(=O)O/N=C2\CCS(=O)(=O)c3sccc32)c1 | 2 | -1 | -2 | 0.1 | 1.5 | -5 | 1377 | 8 | -10 | -0.35 | -3
C(=C\c1ccccc1)/CN1CCN(Cc2ccc3c(c2)OCCO3)CC1 | 4 | 10 | -8 | 1.2 | 0.3 | 92* | 1601 | 4 | 7 | nt | 5
CCCCC(=O)Nc1ccc2c(c1)OCCO2 | 2 | -3 | -8 | 2.6 | 0.8 | 2 | 1553 | 20 | -39 | nt | 3
CC(=O)c1ccc(Nc2c(C)n(C)n(-c3ccccc3)c2=O)cc1 | 5 | 3 | -1 | -0.7 | -0.7 | -6 | 1683 | 6 | -3 | 0.93 | 5
COc1ccc(/C=C/C(=O)NC(C)CCc2ccccc2)cc1 (stereo not drawn) | 2 | 6 | -4 | -0.5 | 4.2 | -3 | 1802 | 11 | 4 | -0.28 | 5
O=S(=O)(/C=C/c1ccccc1)Nc1ccc(F)cc1 | 7 | 5 | -4 | -0.4 | 0.5 | 2 | 1660 | -7 | -8 | 1.3 | 2
COC(=O)c1cccn(CC(=O)c2ccc(Cl)cc2Cl)c1=O | 5 | 6 | -4 | -1.7 | -0.4 | -1 | 1796 | -8 | 11 | -0.0064 | 8
Cc1cccc(N/C=C/c2onc(C)c2[N+](=O)[O-])c1 | -5 | -2 | -7 | -0.1 | 0.1 | -3 | 1656 | 24 | nt | -0.35 | -1
CN(C)CCCNC(=S)NCCNc1nc2cc3c(cc2cc1C#N)OCO3 | 6 | 0 | 5 | -0.4 | 0.3 | -3 | 1450 | 13 | -6 | 0.023 | -1
Cc1ccn2cc(CCNC(=O)c3ccc(Br)o3)nc2c1 | 1 | 7 | 2 | -0.1 | -0.6 | 2 | 1669 | 14 | -18 | nt | -2
Cc1oc(C)c(C(N)=O)c1C(N)=O | -6 | -12 | -1 | 1.6 | -0.1 | -7 | 1461 | 14 | -26 | 0.47 | 0
O=C(c1ccc([N+](=O)[O-])c(CS(=O)(=O)c2ccc(Cl)cc2)c1)N1CCCC1 | -12 | -3 | -1 | 0.0 | -0.6 | -5 | 1680 | -8 | -13 | -1.2 | 0
O=C(NC1CCN(C(=O)N2c3ccccc3Sc3ccccc32)CC1)c1ccccc1F | 3 | 13 | -3 | 0.4 | 4.9 | 34 | 1488 | 1 | nt | nt | 12
O=S(=O)(c1cccc2nonc12)N1CCN(c2ccc(F)cc2)CC1 | 6 | 1 | 0 | -0.6 | 2.6 | -7 | 1611 | -2 | -5 | 0.051 | 11
CSc1ccccc1C(=O)Nc1cccc([N+](=O)[O-])c1C | -5 | -1 | -4 | -1.1 | 1.3 | 0 | 1501 | -2 | -24 | -1.4 | -7
Cc1cccc(NC(=O)CN2CCN(CC(=O)Nc3cccc(C)c3)CC2)c1 | 2 | -1 | -1 | -1.5 | 0.3 | 6 | 1647 | 34 | 18 | nt | -2
CCc1ccc(C(=O)N/N=C/c2ccc(Cl)cc2Cl)nc1 | 2 | 2 | 0 | 0.2 | 0.6 | 44 | 1472 | 17 | -3 | 0.25 | 10
CCOC(=O)c1ccc(S(=O)(=O)NNC(=O)COc2ccc(C)cc2)cc1 | 3 | -3 | -2 | 0.1 | 1.4 | -5 | 1570 | -8 | -4 | 0.81 | 2
O=C(CCc1ccccc1)N1CCN(CCO)CC1 | -3 | 9 | -3 | -0.9 | 1.8 | -6 | 1683 | -6 | -14 | nt | 2
Nc1nc(SCC(=O)NCc2ccc3c(c2)OCO3)n[nH]1 | 0 | 2 | 0 | -0.1 | 0.2 | 0 | 1411 | 0 | -6 | 0.22 | -5
CCc1nnc(NC(=O)c2ccc(Cl)c(S(=O)(=O)N3CCc4ccccc4C3)c2)s1 | -1 | -2 | -3 | 0.4 | 2.8 | 52* | 1381 | 14 | -1 | 0.86 | -6
CC(OC(=O)c1nsc(Cl)c1Cl)C(=O)NCc1ccco1 (stereo not drawn) | 10 | 6 | -9 | -0.8 | 0.9 | -4 | 1757 | 9 | 15 | 0.039 | 4
CC(=O)Nc1cccc(-c2csc(Nc3ccccn3)n2)c1 | 16 | 7 | -3 | 2.0 | 0.1 | 14 | 1638 | 3 | nt | nt | 4
CCC(c1nnc(SCCNCCO)n1CCN1CCOCC1)N(C)C (stereo not drawn) | 5 | -2 | -1 | 2.1 | -0.3 | -1 | 1525 | 5 | -8 | nt | -2
COc1cc(CC(=O)N/N=C/c2ccccc2)c([N+](=O)[O-])cc1OC | 12 | 5 | -5 | -0.8 | 0.4 | 0 | 1621 | 25 | -22 | 0.9 | 5
O=C(COC(=O)c1cccc(S(=O)(=O)N2CCc3ccccc32)c1)Nc1ccc(Cl)cn1 | 4 | -6 | -5 | 1.0 | 4.4 | -8 | 1655 | 8 | -12 | nt | 5
O=S(=O)(c1ccc2c(c1)OCCO2)N1CCC(O)(c2ccc(Cl)cc2)CC1 | 2 | 4 | 2 | -0.1 | 4.2 | 42 | 1672 | 14 | -12 | -2.4 | 3
CC(=O)c1ccc(-n2c(-c3cc(-c4ccsc4)n[nH]3)n[nH]c2=S)cc1 | -3 | 5 | -2 | -0.2 | 6.2 | -10 | 1487 | -13 | -11 | 0.079 | -9
O=C(CSc1nc(-c2ccccc2)cc(=O)[nH]1)N1CCc2ccccc21 | 3 | -14 | 1 | 1.2 | 5.9 | -5 | 1460 | 2 | -31 | -0.8 | -5
O=[N+]([O-])c1ccc(NCCCNS(=O)(=O)c2ccc(Cl)cc2)c(Cl)c1 | 0 | -6 | -3 | -4.3 | 10* | 94* | 1400 | 44 | nt | nt | -9
O=C(Nc1cccc(S(=O)(=O)N2CCCCCC2)c1)c1ccc2ccccc2n1 | 9 | 6 | -17 | 0.6 | 3.2 | 1 | 1524 | -12 | 0 | nt | 6
Cc1cc(C)n2nc(-c3cccnc3)nc2n1 | 1 | 9 | -2 | -0.2 | 2.1 | -2 | 1652 | 13 | -23 | 0.35 | 7
COc1ccc(-n2c(=O)cc(N3CCN(c4ccccc4OC)CC3)[nH]c2=O)cc1 | -1 | -2 | -5 | -2.3 | 5.4 | -6 | 1616 | 6 | -2 | nt | 1
CC(NC(=O)NC1CCCCC1)C(c1cccs1)N1CCN(c2ccccc2)CC1 (stereo not drawn) | -4 | -13 | -7 | -1.0 | -0.7 | 30 | 1494 | -32 | nt | nt | 5
COc1cccc(N/C=C/c2onc(C)c2[N+](=O)[O-])c1 | 3 | 8 | -6 | -1.3 | 3.0 | -3 | 1784 | 24 | -1 | -0.61 | 7
O=C(CSCc1ccccc1Cl)NN=C1CCCCCC1 | -6 | 4 | -1 | 1.8 | 1.2 | -5 | 1540 | 17 | nt | nt | -2
Cc1sc(NC(=O)CN(Cc2ccccc2)C(=O)C2CC2)c(C(N)=O)c1C | 9 | 4 | -7 | 7.1 | 5.1 | -6 | 1647 | 4 | 5 | -0.054 | 6

An unsorted share of the library. About 13% of those tested had a hit in this group.
